Ins promoter up – MIN6 insulin promoter up-regulation; MIN6 insulin promoter-GFP reporter, high-content imaging; stronger effect = higher value; z-score at 5 µM; 190,000 tested, 0.3% active; AID 1625;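 active means z-score above 3 at 5 µM with at least 500 cells counted in the well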
MT stabilize HCS – microtubule stabilization, imaging screen; HeLa tubulin immunostaining HCS, 24 h; share of cells brighter than vehicle mean+2SD; % tubulin-high responders, % at 10 µM; 200,000 tested, 0.83% active; AID 2205;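 active means plate Z-score above 3 for both tubulin-high and condensed-nucleus cell shares, with cell loss under 80%, at 10 µM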;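 further: anti alpha tubulin signal scored within the nucleus-defined area of each cell; some results filed as inactive read as strong as hits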
WT yeast gro inh – growth inhibition of WT yeast, mitochondrial fusion screen; mitochondrial fusion phenotypic screen, WT strain; inhibition, % at 10 µM; 190,000 tested, 2.1% active; in the data active means inhibition above about 58%; tested in S. cerevisiae
Dynein transport – dynein cargo transport inhibition | AID 1381 | z-score, hits read low | 220,000 tested, 0.47% active | 3617.4 mouse cells, GR-EGFP nuclear translocation imaging; test concentration mostly 20 µM; stimulated with dexamethasone, 1 µM; stronger effect = lower value;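 active means plate z-score of nuclear minus cytoplasmic receptor signal below a set negative limit, without overly bright fluorescence or cell loss, cut at about -3.5 in these data, passing the limit was not always enough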;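 further: z-score of nuclear minus cytoplasmic ring GR-EGFP intensity difference per well; some compounds called inactive have numbers as strong as hits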
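Also added: dexamethasone, 1.0 µM final. Medium: tet-free, stripped-serum medium. Detection: fixed, Hoechst-stained cells imaged at 10x for EGFP. Read-out: nuclear-to-cytoplasmic GR-EGFP distribution per well. Times: induction 48 h, compound 1 h, agonist 30 min.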
Autophagy HCS – autophagy modulation, high-content screen; MEF GFP-LC3 puncta imaging; test concentration mostly 10 µM; calls only at 10 µM (by protocol); 190,000 tested, 0.98% active;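 active means percentage of spot-positive cells more than 3 SD above its plate mean, without a fluorescence outlier flag or 80% toxicity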;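 further: spot-positive cell cutoff set from DMSO-treated cells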
bCat nuc transl – beta-catenin nuclear translocation modulation; AID 1665; nuclear translocation activity, % at 5 µM; HeLa beta-catenin nuclear translocation, immunofluorescence imaging; 190,000 tested, 0.3% active;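 active means nuclear translocation activity above 50% at 5 µM, with a well cell count of 50 or more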;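 further: per-cell ratio of nuclear to cytoplasmic median beta-catenin stain intensity; plate controls were DMSO negative control for no effect and GSK-3 inhibitor IX positive control for full effect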
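Assay system: human HeLa cells, native beta-catenin; doses: 5 µM primary, 0.02–20 µM confirmation; incubation: compound treatment 24 h, 37°C, 5% CO2; technique: fluorescence imaging of beta-catenin antibody stain plus DAPI; measure: % activation, nuclear-to-cytoplasmic median beta-catenin signal ratio per cell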
Yfh1-off respiration – mitochondrial function rescue without frataxin homolog – Friedreich's ataxia, plus single-dose screen, dose response (AID 1465). S. cerevisiae Yfh1-off respiration, WST-1 reduction, 72 h; higher fold induction means a stronger effect. one-dose fold induction at 50 µM; EC50 in µM for titrated hits. 220,000 tested, 0.074% active;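 active means fold induction of absorbance versus untreated yeast above a set limit, then at least 30% activation at any dose in follow-up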;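 further: activators that raise dye reduction in frataxin-depleted yeast; strong numbers were not always called active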
HIV fusion peptide – inhibitors of HIV fusion peptide binding, primary screen, biochemical, uHTS, fluorescence dequenching (AID 1986); cell-free peptide binding, fluorescence dequenching, 30 min; higher % means a stronger effect; one-dose inhibition, % at 20 µM; IC50 in µM for titrated hits; 290,000 tested, 0.3% active; in the data active means inhibition mostly above about 52%, no sharp cut-off; inactive means mostly below about 76%; further: some results filed as inactive read as strong as hits
AID2073 – inhibitors of Mint1-CaV2.2 protein interaction, biochemical, HTRF (AID 2073); HTRF protein-protein interaction, Mint1-CaV2.2; higher % means a stronger effect; one-dose inhibition, % at 20 µM; IC50 in µM for titrated hits; 290,000 tested, 0.19% active; in the data active means inhibition mostly above about 51%, no sharp cut-off; further: some results filed as inactive read as strong as hits
WT yeast gro inh mutant strain – recorded beside WT yeast gro inh, whose call it bears; inhibition, %; mitochondrial fusion phenotypic screen, mutant strain inhibition
Dynein transport cytoplasmic EGFP – further read-out of Dynein transport, marked with its call; z-score; measured here: cytoplasmic GR-EGFP intensity; stronger effect = higher value
Dynein transport nuclear GR-EGFP – also measured in Dynein transport; calls as there; z-score; measured here: nuclear GR-EGFP intensity;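 lower value marks the stronger effect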
Dynein transport cell count – second read-out of Dynein transport, no call of its own (marks repeat the call); z-score; measured here: cell count per field
Ins promoter up cell count – recorded beside Ins promoter up, whose call it bears; cell count; measured here: cytotoxicity, nuclei count;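 total cells summed across four imaged fields per well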
bCat nuc transl cell count 5 µM – recorded beside bCat nuc transl, whose call it bears; cell count; measured here: cell count, cytotoxicity flag
MT stabilize HCS Hoechst-high % – also measured in MT stabilize HCS; calls as there; % Hoechst-high responders; measured here: nuclear condensation Hoechst responders;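 share of cells brighter than vehicle mean plus two SD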
MT stabilize HCS cytotoxicity % – second read-out of MT stabilize HCS, no call of its own (marks repeat the call); toxicity, %; measured here: cytotoxicity by cell density;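 0% = mean cell density of plate MIN control wells and 100% = no cells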
Autophagy HCS cell loss 18 h – also measured in Autophagy HCS; calls as there; toxicity, %; measured here: cell loss, nuclei count;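 cell loss after 18 h compound exposure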
* marks the source's active call; other numbers are inactive results; i = inactive; · = no result given. The order is random; overall some 4.2% were active at least once.

nr | Compound | Ins promoter up | Ins promoter up cell count | MT stabilize HCS | MT stabilize HCS Hoechst-high % | MT stabilize HCS cytotoxicity % | WT yeast gro inh | WT yeast gro inh mutant strain | Dynein transport | Dynein transport cytoplasmic EGFP
1 | COCC(=O)N(C)c1nnc(-c2cnccn2)s1 | -0.38 | 1675 | 2.7 | 1.6 | 3.4 | 2 | -17 | 0.72 | -0.23
2 | COc1cccc2cc(-c3ccccc3)c(=O)oc12 | -0.12 | 1410 | 1.8 | 2.1 | 10 | 6 | 9 | -0.38 | -0.26
3 | CCNC(=S)N=Nc1c(O)[nH]c2ccc(C(C)C)cc12 | -1.6 | 1173 | 3.2 | 1.8 | 2.4 | 16 | 2 | 0.078 | -0.25
4 | CCCC(C)NC(=O)/C=C/c1cccc([N+](=O)[O-])c1 (stereo not drawn) | 0.36 | 2057 | 3.6 | 1.6 | 7.5 | 10 | 21 | 0.36 | -0.22
5 | CC(Cc1c[nH]c2ccccc12)NC(N)=O (stereo not drawn) | -0.51 | 1294 | 2.3 | 1.1 | 1.5 | -6 | 0 | -0.13 | 0.2
6 | COc1ccc(CCN(Cc2cccs2)S(=O)(=O)c2ccc(C(=O)O)cc2)cc1OC | -0.17 | 1426 | 3.6 | 2.2 | 4.2 | -11 | 10 | 0.15 | -0.37
7 | Cc1cccc(C(=O)Nc2cc(=O)n(C)c(=O)n2C)c1 | · | · | 4.5 | 2.1 | 6.6 | 4 | 4 | -0.61 | -0.23
8 | CN1CCc2c(sc3c2c(=O)n(-c2ccccc2)c2n[nH]c(=S)n32)C1 | -0.12 | 1903 | 4.4 | 2.0 | 6.8 | -4 | 8 | 0.41 | -0.24
9 | NS(=O)(=O)c1ccc(NCc2c(F)cccc2Cl)cc1 | 2.8 | 1089 | 5.0 | 1.8 | 6.8 | 0 | -9 | -0.32 | -0.17
10 | COn1c(=O)c(-c2ccc(Cl)cc2)[n+]([O-])c2ccccc21 | -0.58 | 1205 | 4.2 | 1.7 | 3.0 | -13 | -1 | 0.5 | -0.22
11 | Cn1c(CN2CCOCC2)nnc1SCC(=O)NCCc1ccccc1 | -0.97 | 1245 | 2.1 | 1.7 | 7.6 | -18 | -1 | -0.043 | -0.15

nr | Dynein transport nuclear GR-EGFP | Dynein transport cell count | Autophagy HCS | Autophagy HCS cell loss 18 h | bCat nuc transl | bCat nuc transl cell count 5 µM | Yfh1-off respiration | HIV fusion peptide | AID2073
1 | 0.026 | 0.31 | i | 18 | -2.4 | 1348 | i | 0.6% | -1%
2 | -0.1 | 0.26 | i | 17 | 2.0 | 919 | i | -1.5% | 5%
3 | -0.34 | -0.083 | i | 3 | -4.6 | 611 | i | -0.5% | -4%
4 | -0.13 | 0.16 | i | 14 | -2.1 | 1054 | i | -2.5% | -9%
5 | 0.063 | -1.9 | i | 20 | -0.1 | 1092 | i | 0.8% | -9%
6 | 0.2 | 0.42 | i | 13 | -1.6 | 1132 | i | 4.4% | 1%
7 | -0.0044 | 0.99 | i | 8 | -1.4 | 1108 | i | -0.4% | -1%
8 | 0.059 | 1.1 | i | 11 | 0.5 | 1033 | i | 4.0% | -28%
9 | -0.28 | 0.038 | i | -4 | -2.3 | 578 | i | -0.1% | -1%
10 | 0.42 | -0.81 | i | -3 | -1.0 | 936 | i | -1.6% | 0%
11 | 0.64 | -0.91 | i | -2 | -1.0 | 1151 | i | -1.3% | -10%

Exported with one line to a screen: part of the list above.
1) COCC(=O)N(C)c1nnc(-c2cnccn2)s1
2) COc1cccc2cc(-c3ccccc3)c(=O)oc12
3) CCNC(=S)N=Nc1c(O)[nH]c2ccc(C(C)C)cc12
4) CCCC(C)NC(=O)/C=C/c1cccc([N+](=O)[O-])c1 (stereo not drawn)
5) CC(Cc1c[nH]c2ccccc12)NC(N)=O (stereo not drawn)
6) COc1ccc(CCN(Cc2cccs2)S(=O)(=O)c2ccc(C(=O)O)cc2)cc1OC
7) Cc1cccc(C(=O)Nc2cc(=O)n(C)c(=O)n2C)c1
entry no.	1	2	3	4	5	6	7
Ins promoter up	-0.38	-0.12	-1.6	0.36	-0.51	-0.17	·
Ins promoter up cell count	1675	1410	1173	2057	1294	1426	·
MT stabilize HCS	2.7	1.8	3.2	3.6	2.3	3.6	4.5
MT stabilize HCS Hoechst-high %	1.6	2.1	1.8	1.6	1.1	2.2	2.1
MT stabilize HCS cytotoxicity %	3.4	10	2.4	7.5	1.5	4.2	6.6
WT yeast gro inh	2	6	16	10	-6	-11	4
WT yeast gro inh mutant strain	-17	9	2	21	0	10	4
Dynein transport	0.72	-0.38	0.078	0.36	-0.13	0.15	-0.61
Dynein transport cytoplasmic EGFP	-0.23	-0.26	-0.25	-0.22	0.2	-0.37	-0.23
Dynein transport nuclear GR-EGFP	0.026	-0.1	-0.34	-0.13	0.063	0.2	-0.0044
Dynein transport cell count	0.31	0.26	-0.083	0.16	-1.9	0.42	0.99
Autophagy HCS	i	i	i	i	i	i	i
Autophagy HCS cell loss 18 h	18	17	3	14	20	13	8
bCat nuc transl	-2.4	2.0	-4.6	-2.1	-0.1	-1.6	-1.4
bCat nuc transl cell count 5 µM	1348	919	611	1054	1092	1132	1108
Yfh1-off respiration	i	i	i	i	i	i	i
HIV fusion peptide	0.6%	-1.5%	-0.5%	-2.5%	0.8%	4.4%	-0.4%
AID2073	-1%	5%	-4%	-9%	-9%	1%	-1%
